PGC1a acetyl inh: modulators of PGC1a acetylation; U2OS PGC1a acetylation, AlphaScreen anti-acetyl-lysine; with virally co-expressed GCN5 acetyltransferase; inhibition, % at 15.6 µM; 350,000 compounds, 0.17% hits;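 active = every replicate shows inhibition of at least 40%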;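 note: 0% = neutral control wells and 100% = positive control wells; some results beyond the cut were filed as inactive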
ERAP1 inh: inhibitors of human ERAP1 aminopeptidase | recombinant ERAP1, Leu-AMC fluorescence, 60 min | Q9NZ08 | 340,000 compounds, 0.15% hits | inhibition, % at 10.7 µM | AID 652197;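 active = mean replicate inhibition of at least 30%, or all replicates individually reaching that 30% level; inactive = mean below 30% and not every replicate reaching it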;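 note: 0% = neutral control wells and 100% = L-leucinethiol positive control wells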
XiGFP reactiv: reactivates the inactive X chromosome in mouse fibroblasts | activation, % at 7.58 µM | AID 743238 | 360,000 compounds, 0.055% hits | XiGFP mouse fibroblasts, % GFP-positive cells imaging, 3 d; cells co-treated with 5-aza-dC sensitizer; scaled so ellipticine positive control = 100%;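 active = mean normalized replicate activation at least 10% and every replicate at or above 10%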;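 note: 0% = median of on-plate neutral control wells and 100% = ellipticine 6 µM median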
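Material: XiGFP fibroblasts, SV40-immortalized; Buffer or medium: DMEM containing 5-aza-dC; Compound dosing: single point; Times: 3 days compound exposure.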
S100A4 MyoIIA: blocks human S100A4 binding to myosin IIA peptide; P26447; S100A4/TAMRA-MyoIIA peptide fluorescence polarization; inhibition, % at 10.7 µM; 360,000 compounds, 0.14% hits; AID 652163;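 active = mean inhibition of at least 70% across replicates, with every replicate also reaching that level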
Target sequence (P26447 whole entry, looked up): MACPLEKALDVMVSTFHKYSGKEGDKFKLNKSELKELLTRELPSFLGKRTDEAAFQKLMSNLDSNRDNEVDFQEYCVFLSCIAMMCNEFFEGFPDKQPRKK
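Test system: S100A4 monomer protein. Medium: HEPES buffer with Ca2+, pH 7.2. Reagent: fluorescent myosin IIA peptide, 5 nM. Compound dosing: single-point compound testing. Timing: 5 min between mix addition and reading. Benchmarks: DMSO neutral and TFP positive wells.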
LGR2 antag: inhibitors of bursicon-induced Drosophila LGR2 receptor cAMP signaling. HEK293 LGR2, CRE-luciferase, bursicon-stimulated, 4 h. inhibition, % at 9.99 µM. AID 720647. 380,000 compounds, 0.35% hits;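 active = drop in luminescence signal, shown as inhibition above about 50% in the replicate tests, limit read from the data, passing the limit was not always enough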;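 note: agonist challenge used bursicon conditioned medium at about half maximal strength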
Cneo AK release: causes C. neoformans cell lysis. adenylate kinase release luminescence, 4 h; normalised: neutral wells 0, clomiphene wells 100. lysis activity, % at 15 µM. 360,000 compounds, 0.2% hits. AID 651654;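 active = mean lysis activity across replicates of at least 80%, whatever share of replicates individually reach that level; inactive = mean lysis activity below 80%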
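Material: C. neoformans cells | Amount: Yeast cell density of 5 × 10^6 cells/mL | Medium: Fresh YPD growth medium | Dosing: Single dose | Times: Static 4 h at 37 °C with compound, 1 h detection | Detection: AK luminescence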
SIRT5 inh: inhibitors of human sirtuin-5 desuccinylase; Q9NXA8; Purified SirT5, succinyl-peptide AMC, trypsin-coupled fluorescence; inhibition, % at 15 µM; 330,000 compounds, 1.1% hits; in the data active = inhibition above about 15%
Target sequence (Q9NXA8 whole entry, looked up): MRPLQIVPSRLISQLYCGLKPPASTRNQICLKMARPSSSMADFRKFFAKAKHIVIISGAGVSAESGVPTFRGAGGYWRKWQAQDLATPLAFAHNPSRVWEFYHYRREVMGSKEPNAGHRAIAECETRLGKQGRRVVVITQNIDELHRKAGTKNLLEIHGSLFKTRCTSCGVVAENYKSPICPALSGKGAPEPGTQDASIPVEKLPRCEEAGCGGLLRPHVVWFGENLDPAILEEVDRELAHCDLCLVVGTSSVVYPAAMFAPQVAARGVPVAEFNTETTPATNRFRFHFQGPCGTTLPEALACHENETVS
Statin myotox sup: suppressors of simvastatin-induced myotoxicity in C2C12 myotubes | ATP luminescence, 48 h; scaled: DMSO 0, geranylgeraniol control 100 | rescue of ATP level, % at 7.49 µM | 330,000 compounds, 0.78% hits;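 active = mean ATP rescue above about 67%, or every replicate alone reaching that limit, limit read from the data, passing the limit was not always enough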;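 note: myotubes were challenged with 10 µM simvastatin during compound exposure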
Numbers without * were called inactive; / = not tested or not shown; & = joins results of further samples.

SMILES	PGC1a acetyl inh	ERAP1 inh	XiGFP reactiv	S100A4 MyoIIA	LGR2 antag	Cneo AK release	SIRT5 inh	Statin myotox sup
CN=C(Nc1cc(C)nn1CCC#N)c1ccccc1F	0	-2	/	-1	-6	2	1	-13
O=[N+]([O-])c1ccc(S(=O)(=O)Nc2ccc(-c3ccc(N4CCOCC4)nn3)cc2)cc1	/	4	0.2	1	-15	/	3	-2
Cc1nc(-c2ccc(-n3nncc3-c3ccco3)cc2)cs1	10	1	0.0	-8	3	-2	1	-22
Cc1cc(/C=C2\C(=N)N3N=C(CC(=O)N4CCOCC4)SC3=NC2=O)c(C)n1-c1ccccc1	5	1	0.0	0	-8	-2	-1	5
C/C(N)=C(/C#N)C(=O)CSc1nc2ccccc2[nH]1	-7	/	/	/	-23	-3	/	-15
OCC1(CCOc2ccccc2)CCN(Cc2cccn2-c2ncccn2)CC1	-12	-2	0.2	0	-5	/	1	-24
CCC(C)(C)NC(=O)C(c1ccc(OC)cc1)N(C(=O)CCC(=O)Nc1cc(C)on1)c1cccc(OC)c1 (stereo not drawn)	-1	-5	0.4	0	0	4	-1	-8
O=C(Nc1ccccc1)Nc1cccc(C(F)(F)F)c1	-14	-1	0.7	22	-50	-3	-1	-7
CO[C@@H]1CN(C)C(=O)c2ccc(NC(=O)c3ccc(Oc4ccccc4)cc3)cc2OC[C@H](C)NC[C@H]1C	-29	-2	0.1	12	6	-1	3	-108
C/C=C/c1ccc([C@H]2[C@@H](CO)N(C(=O)CC)[C@H]2CNC(=O)CC)cc1	2	0	0.0	-7	-15	-3	0	-23
CCOc1ccc(OCCC(=O)OCC(=O)NCCc2ccc(S(N)(=O)=O)cc2)cc1	12	0	0.2	-2	9	-1	1	-11
CN1C(=O)c2cc(NC(=O)c3cccc(C(F)(F)F)c3)ccc2OC[C@H]2O[C@H](CC(=O)NCCN3CCCC3)CC[C@@H]21	-2	-2	0.0	21	-13	-2	4	-16
Cc1cc(-n2c(SCc3ccccc3F)nc3n[nH]c(C)c3c2=N)ccc1Cl	-1	-2	0.0	-3	14	0	1	-4
COc1ccccc1N(C(=O)CNC(=O)c1ccco1)C(C(=O)NC1CCCCC1)c1ccncc1 (stereo not drawn)	8	-2	0.1	5	2	0	-2	-3
C/C(=N\N(Cc1ccccc1)c1ccccc1)c1ccncc1	-9	-1	0.0	1	/	/	1	/
COc1ccc(OC)c(NC(=O)CN2CCc3ccccc3C2)c1	/	-2	0.5	-1	7	-1	0	4
COc1ccc(C(=O)N2CCN(C(=O)c3ccco3)CC2)cc1OC	5	2	/	-1	1	-2	-3	6
C[C@@H]1CCCCO[C@@H](CN(C)Cc2ccc3c(c2)OCO3)[C@@H](C)CN([C@@H](C)CO)C(=O)c2cc(NC(=O)Nc3ccccc3)ccc2O1	13	-1	0.1	6	-10	1	0	/
O=C(c1ccccc1)N1CC2(C1)[C@@H](c1ccccc1)[C@@H](CO)N2CC1CC1	-5	0	0.0	2	5	/	-3	/
Cc1ccc(OCc2nnc(N)s2)cc1C	5	2	-0.1	-7	-26	-1	-6	/
Cc1ccc2oc(=O)c3cc(C(=O)NCCCN4CCC(C)CC4)sc3c2c1	/	1	0.0	1	7	/	0	/
Cc1[nH]nc2c1C(c1ccco1)C(C#N)=C(N)O2 (stereo not drawn)	-1	2	0.0	4	-24	1	0	0
COc1ccc(S(=O)(=O)Nc2ccc3c(c2)C(=O)N([C@H](C)CO)C[C@@H](C)[C@H](CN(C)S(=O)(=O)c2ccc(Cl)cc2)OCCCC[C@@H](C)O3)cc1	-19	2	0.0	-22	14	-15	14	/
CCN1CCN(c2cc(C(C)C)nc3c(-c4ccccc4)c(C)nn23)CC1	-20	/	0.0	-15	1	1	1	/
CCCc1nnc(NC(=O)Nc2ccc(OC)cc2)s1	/	0	-0.1	-5	-31	/	-3	7
O=C(c1cccc(F)c1)N1CC(=O)N2[C@H](CO)[C@@H](c3ccc(C#Cc4ccc(F)cc4)cc3)[C@H]2C1	-2	0	0.1	23	18	/	4	/
COc1ccc(CN2CCNC(=O)C2CC(=O)NCCSc2nccn2C)cc1OC (stereo not drawn)	/	-1	0.2	-4	-3	/	-1	/
Cc1cc(NS(=O)(=O)c2ccc(NS(=O)(=O)c3ccc(Br)cc3)cc2)no1	-3	3	0.0	42	3	0	0	-3
CCC(=O)N1C[C@@H]2[C@H](c3ccccc31)[C@H](CO)N2C(=O)CC1CC1	-1	3	-0.1	3	-2	1	10	-6
CN(C(=O)COC(=O)CCCc1c[nH]c2ccccc12)c1c(N)n(Cc2ccccc2)c(=O)[nH]c1=O	/	-2	0.0	-7	-5	0	-7	4
CC(C)C[C@H](NC(=O)c1[nH]cnc1C(=O)Nc1ccc(Cl)cc1)C(=O)OC(C)(C)C	/	-5	0.0	-4	20	2	-3	11
CC(C)c1cc(C(=O)OCC(=O)NC2CC2)c(O)c(C(C)C)c1	-6	-2	0.0	3	2	1	/	10
Cc1ccccc1OCC(=O)Nc1cccc(N(C)S(C)(=O)=O)c1	/	0	/	0	-22	0	-2	2
O=C(Nc1ccc2c(c1)OCCO2)C(c1ccccc1)n1c(=O)c(-c2ccco2)nc2ccccc21 (stereo not drawn)	/	9	0.3	-2	-2	/	-2	/
CCOC(=O)C1=CN(Cc2cccc(-c3cccnc3)c2)S(=O)(=O)N(C)C1C (stereo not drawn)	-11	3	0.3	-1	-10	2	-5	-6
COc1ccc(NC(=O)Nc2ccc3c(c2)C(=O)N([C@@H](C)CO)C[C@H](C)[C@H](CN(C)S(=O)(=O)c2cn(C)cn2)OCCCC[C@@H](C)O3)cc1	10	/	0.2	/	-16	-2	/	/

Sorted by number of heavy atoms (ascending): some entries from above.
SMILES	PGC1a acetyl inh	ERAP1 inh	XiGFP reactiv	S100A4 MyoIIA	LGR2 antag	Cneo AK release	SIRT5 inh	Statin myotox sup
C/C(=N\N(Cc1ccccc1)c1ccccc1)c1ccncc1	-9	-1	0.0	1	/	/	1	/
O=C(c1cccc(F)c1)N1CC(=O)N2[C@H](CO)[C@@H](c3ccc(C#Cc4ccc(F)cc4)cc3)[C@H]2C1	-2	0	0.1	23	18	/	4	/
CCC(C)(C)NC(=O)C(c1ccc(OC)cc1)N(C(=O)CCC(=O)Nc1cc(C)on1)c1cccc(OC)c1 (stereo not drawn)	-1	-5	0.4	0	0	4	-1	-8

The list continues:
SMILES	PGC1a acetyl inh	ERAP1 inh	XiGFP reactiv	S100A4 MyoIIA	LGR2 antag	Cneo AK release	SIRT5 inh	Statin myotox sup
CCC(CC)C(=O)N(C)c1c(C)nc2c(OCc3ccc(Cl)cc3Cl)cccn12	-14	0	0.0	-1	39	6	-2	-21
Cc1nn2c(NCCCn3ccnc3)cc(C(C)C)nc2c1-c1ccccc1	/	0	0.4	7	5	/	3	/
CCN(C[C@H]1[C@H](c2ccc(C3=CCCCC3)cc2)[C@H](CO)N1CC1CC1)C(C)=O	-2	/	0.2	/	-7	4	/	6
CN(C)C(=O)[C@H]1[C@H](CO)[C@H]2Cn3c(ccc(-c4ccccc4F)c3=O)[C@@H]1N2C(=O)c1cccnc1	/	1	0.0	9	3	-1	-5	6
N#C[C@H]1[C@@H](c2ccccc2)[C@@H](CO)N1C(=O)c1ccccc1F	-7	-1	-0.1	4	-10	-4	1	2
Cc1nc2sc(C(c3ccco3)N3CCN(c4ccccc4F)CC3)c(O)n2n1 (stereo not drawn)	2	/	/	/	-4	1	/	34
O=C(Nc1ccc(Br)c2ccccc12)c1ccc2ccccc2c1O	/	2	0.0	-1	30	4	-2	-103
CCSc1nc(C2CC2)cc(-c2cccs2)c1C#N	-16	/	/	/	0	2	/	26
N=c1oc2ccc(Br)cc2cc1C(=O)NCc1ccc(F)cc1	/	-1	0.1	4	6	-4	3	/
Cc1ccc2nc3c(c(Nc4ccccc4)c2c1)CCC3	-6	/	-0.1	35	11	/	-2	/
Cc1ccc(-c2ccc(CCC(=O)O)n2-c2cccc(C(=O)O)c2)cc1	7	1	0.0	-5	-51	1	-4	5
CN(C)S(=O)(=O)c1cc(NC(=O)COC(=O)CCc2ccccc2)ccc1Cl	/	-2	0.0	-5	-2	3	2	3
COc1ccc(OC)c(/C=C/C(=O)OCC(=O)Nc2ccc(Cl)c(S(=O)(=O)N(C)C)c2)c1	/	2	0.4	-14	-11	0	-5	/
COC(=O)[C@H]1[C@H](CO)[C@H]2Cn3c(ccc(-c4ccccc4F)c3=O)[C@H]2N1Cc1ccncc1	/	6	0.3	-2	5	-1	0	10
Cc1cc(C)c(OCC(=O)NCC(c2ccco2)N2CCCCC2)c(C)c1 (stereo not drawn)	-6	4	0.0	-10	6	1	-1	1
CCc1nnc(NC(=O)/C=C/c2ccco2)s1	/	6	0.1	1	-3	/	-2	/
CC(=O)Nc1ncc(N=Nc2cccc(C(F)(F)F)c2)s1	-2	-2	0.0	2	-51	-2	4	-8
C/C=C/c1ccc([C@@H]2[C@@H](CO)N(C(=O)NCCC)[C@@H]2CNC(=O)C2CC2)cc1	-1	/	0.1	/	0	-2	/	15
COc1ccc2c3c(n(C)c2c1)[C@@H](CO)N(CC1CCOCC1)CC31CCN(C(C)=O)CC1	/	0	0.3	-11	3	/	-1	/
O=C(Cc1cccs1)N(c1ccc(Br)cc1)C1C=CS(=O)(=O)C1 (stereo not drawn)	/	0	0.5	-51	30	/	0	/
O=C(C[C@@H]1CC[C@H](NS(=O)(=O)c2ccc(F)cc2)[C@H](CO)O1)N1CCN(c2ccccc2)CC1	1	1	0.4	-5	-4	4	20*	9
COc1cc(C(=O)Nc2ccc(C(C)=O)cc2)c(Br)c(OC)c1OC	-8	/	0.1	/	-85	7	/	-16
COC(=O)[C@]1(C)N[C@H](CN(C)C(=O)Nc2ccc(C)cc2)[C@@H]2C(=O)N(Cc3ccccc3)C(=O)[C@@H]21	/	0	0.1	-1	-15	1	-1	3
Cc1ccc(S(=O)(=O)N2CN(CC3CCCO3)c3nc4ccccc4nc32)cc1 (stereo not drawn)	/	2	-0.1	20	-13	/	0	/
NCC[C@H]1CC[C@H](NC(=O)c2ccccc2F)[C@H](CO)O1	10	/	-0.2&-0.4	/	-12	/	/	-5
CC(Oc1ccccc1F)c1nnc(SCC(=O)NCc2ccc3c(c2)OCO3)o1 (stereo not drawn)	-3	-1	0.0	-5	3	/	-13	-7
CCOC(=O)C1=C[C@@H](CC)N(S(=O)(=O)c2ccc(C)cc2)[C@H]1c1ccccc1	-10	-6	0.0	4	2	0	4	0
COc1cc(C(=O)NNC(=O)CNC(=O)C2CCCCC2)ccc1OC(C)C	0	-1	0.1	4	-2	0	-2	3
COc1ccc(NC(=O)Nc2ccc3c(c2)CC(=O)N([C@@H](C)CO)C[C@H](C)[C@@H](CN(C)C(=O)Nc2ccccc2)O3)cc1	1	-1	-0.9	0	15	-4	-1	-5
Cc1ccc(NC(=O)c2sc3ccccc3c2Cl)nc1	-4	-5	/	-6	-76	-3	0	1
CCOc1cc(CN2CCCCCC2)ccc1OC	/	2	0.0	0	-22	1	3	2
CN1CCCCC(NC(=O)c2ccccc2)C1=O (stereo not drawn)	/	-3	0.2	1	-39	/	/	/
COc1ccccc1CNC(=O)C1CC2Cn3c(nc4cc(C)c(C)cc43)C2N1C (stereo not drawn)	-1	1	0.5	1	-1	-2	-4	6
CC(C)(C)NS(=O)(=O)c1ccc(NC(=S)NC(=O)C2CC2)cc1	-5	-2	0.2	5	-2	2	-3	-7

Screening results (PubChem)

Only part of the results is shown, so the mix of outcomes need not match the whole.
